Assay outcomes (PubChem BioAssay)
All columns: NCI-60 one-dose screen, growth in % after 48 h at 10 µM unless noted; 100 = growth as untreated, 0 = no growth, -100 = all killed.
IGROV1 = IGROV1 ovarian cancer; 79,000 compounds, 4.7% hits; AID 1794786
NCI-H322M = NCI-H322M lung cancer; AID 1794733; 80,000 compounds, 2.7% hits
NCI/ADR-RES = NCI/ADR-RES ovarian cells; 81,000 compounds, 4.4% hits
NCI-H23 = NCI-H23 lung cancer | 80,000 compounds, 4% hits
NCI-H226 = NCI-H226 lung cancer; 79,000 compounds, 3.5% hits
KM12 = KM12 colon cancer cells; 82,000 compounds, 5% hits; AID 1794800
COLO 205 = COLO 205 colon cancer; 79,000 compounds, 7.3% hits; AID 1794742
NCI-H522 = NCI-H522 lung cancer; 78,000 compounds, 8% hits; AID 1794739
NCI-H460 = NCI-H460 lung cancer. 82,000 compounds, 6.8% hits
Starred values were filed as active, the others as inactive; x = no result given; [ ] = another dose, or the depositor's remark. The calls were made as follows: active = growth percent below 10; inactive = the rest.

SMILES	IGROV1	NCI-H322M	NCI/ADR-RES	NCI-H23	NCI-H226	KM12	COLO 205	NCI-H522	NCI-H460
Fc1cccc(Cl)c1-c1nnc(CN2C=NC3C(N4CCOCC4)=NC=NC32)o1 (stereo not drawn)	97	100	104	101	x	106	114	94	109
O=C1Nc2ccccc2C1=O	103	110	100	97	108	109	x	x	x
CCCCC1CCCCN1C(=O)OC (stereo not drawn)	96	95	124	106	98	108	100	93	111
COc1ccc2c(c1OC)C(=O)N1c3ccccc3N=C(c3ccc(C)cc3)CC21 (stereo not drawn)	102	99	106	104	x	112	107	82	94
COc1ccc(/C=C/c2nc(Nc3ccc(S(=O)(=O)Nc4ncccn4)cc3)c3ccccc3n2)cc1	107	76	98	97	93	92	108	86	100
O=c1[nH]c(=S)[nH]c(O)c1/C=C1\C=c2ccccc2=N\C1=N\c1nc2ccccc2s1	68	96	102	93	x	99	119	95	100
CCn1cc(C(=O)O)c(=O)c2cc(F)c(N3CCN(C(=O)CSc4nc(-c5ccccc5)c(C#N)c(=O)[nH]4)CC3)cc21	96	105	101	87	94	103	107	82	112
CCC12OC(COc3ccccc3)CN1CCN2c1ccccc1 (stereo not drawn)	93[100 µM]	93[100 µM]	100[100 µM]	98[100 µM]	94[100 µM]	99[100 µM]	118[100 µM]	88[100 µM]	106[100 µM]
COc1cc(/C=C2\C(=O)Nc3cc(Cl)ccc32)ccc1OCc1ccccc1	77	99	104	98	98	99	117	96	98
C=C(C)[C@@H]1CC[C@@]23O[C@@H]2C(=O)C[C@@H](C)[C@]3(C)C1	100	95	96	95	95	102	107	95	103
CCCCN(CCCC)S(=O)(=O)c1ccccc1	121	74	96	98	115	97	115	128	107
N#Cc1c(-c2ccc(Cl)cc2)nc(NCCO)[nH]c1=O	x	94	99	94	101	97	106	96	114
Cc1ccc(-c2nc(Nc3cccc(S(N)(=O)=O)c3)c3ccccc3n2)cc1	92	90	85	92	87	86	106	93	90
COc1ccc(NC(=O)Nc2ccc(-c3cccnc3)cc2N2CCC(CO)CC2)cc1	110	59	64	27	87	39	70	25	60
COc1cc([N+](=O)[O-])c(OC)cc1I	118	99	102	101	105	98	112	65	115
COc1cc2c(cc1OCCCN1CCN(c3ncnc4ccccc34)CC1)N=CC1CCCN1C2=O (stereo not drawn)	-29*	-3.9*	16	-8.7*	-50*	-25*	-42*	-38*	8.4*
CCN(CC)CCCC(C)Nc1c2c(nc3ccc(OC)cc13)CCCC2 (stereo not drawn)	98	91	97	88	97	106	100	112	93
CC(=O)Nc1cccc(C(=O)NC(=S)Nc2ccc(C(=O)O)cc2)c1	109[100 µM]	117[100 µM]	105[100 µM]	101[100 µM]	94[100 µM]	101[100 µM]	115[100 µM]	94[100 µM]	111[100 µM]
c1cn2cc(-c3ccc4c(c3)ncn4C3CCCCC3)nc(-c3ccc4ncn(C5CCCCC5)c4c3)c2n1	91	106	73	80	81	69	93	71	88
Nc1c2c(nc3ccc(F)cc13)CC(c1ccc(Cl)cc1)CC2=O (stereo not drawn)	108	99	105	101	117	101	116	100	106
O=C(N/N=C/c1ccccc1O)c1cc(C(=O)N/N=C/c2ccccc2O)[nH]n1	89	90	98	89	101	100	102	104	106
CSCc1ccc(CSC)cc1	88	105	103	93	108	102	98	94	107
O=C(O)c1cn(C2CC2)c2cc(N3CCN(C(=O)N4CCCC4)CC3)c(F)cc2c1=O	102	84	97	95	99	100	88	76	100
O=C(O)c1ccccc1C(=O)c1ccc(I)cc1	98	104	97	102	101	106	103	76	105
O=C(O)CCC(=O)c1cccc([N+](=O)[O-])c1	136	133	106	98	x	110	111	95	117
CCS(=O)(=O)C(C(OC(C)=O)C(OC(C)=O)C(OC(C)=O)C(COC(C)=O)OC(C)=O)S(=O)(=O)CC (stereo not drawn)	115	105	103	108	97	106	116	92	112
CCOC(=O)Sc1ncnc2nc[nH]c12	45	40	37	65	37	59	103	-19*	72
CCN1C(=O)/C(=C/c2ccc(Cl)cc2)SC1=S	95	105	101	105	105	106	134	79	108
Nc1cc([N+](=O)[O-])ccc1S(=O)(=O)O	100	x	99	99	110	104	115	83	99
CSc1nc2ccccc2n1C	110	100	106	99	87	98	107	91	112

Look-ups from the list.
Result for O=C(N/N=C/c1ccccc1O)c1cc(C(=O)N/N=C/c2ccccc2O)[nH]n1 under NCI-H522: 104
Result for O=C(O)c1ccccc1C(=O)c1ccc(I)cc1 under IGROV1: 98
Result for O=C(O)CCC(=O)c1cccc([N+](=O)[O-])c1 under KM12: 110
Result for CSc1nc2ccccc2n1C under NCI-H226: 87
Result for CCS(=O)(=O)C(C(OC(C)=O)C(OC(C)=O)C(OC(C)=O)C(COC(C)=O)OC(C)=O)S(=O)(=O)CC (stereo not drawn) under NCI/ADR-RES: 103

The list goes on:
SMILES	IGROV1	NCI-H322M	NCI/ADR-RES	NCI-H23	NCI-H226	KM12	COLO 205	NCI-H522	NCI-H460
Cc1cccc(-c2cccc(C)n2)n1	145	94	116	108	100	110	129	x	106
O=C(COc1ccc(Cl)cc1Cl)N1N=C(c2ccc(Cl)cc2Cl)CC1(O)c1cc(F)c(Cl)cc1Cl (stereo not drawn)	70	110	106	99	149	117	95	95	107
CCCCCCCCCCCCCCCCOc1cccc(C=O)c1	127	107	105	100	94	102	107	103	105
COc1cc(CNC(=O)/C=C/C=C/c2ccc3c(c2)OCO3)ccc1OCc1cn(-c2ccccc2)nn1	86	87	84	85	17	94	101	83	87
COc1ccc(-c2nc3ccc(-c4nnc(SCC(=O)Nc5ccccc5)o4)cc3[nH]2)cc1	103	108	108	103	100	100	110	97	108
COc1ccc(/C=C/C(=O)c2ccc(O)c(CN3CCN(c4cc5c(cc4F)c(=O)c(C(=O)O)cn5C4CC4)CC3)c2)cc1	34	23	43	38	52	25	102	17	51
COc1ccc(Cn2cc(C(=O)N=Nc3c(O)[nH]c4ccc(C)cc34)nn2)cc1	109	102	100	104	93	95	107	84	105
CC[C@]12C=CCN3CC[C@@]4(c5ccc(OC)cc5N(C)[C@H]4[C@@](O)(C(=O)OC)[C@@H]1OC(=O)CCC[P+](c1ccccc1)(c1ccccc1)c1ccccc1)[C@@H]32	-0.1*	36	100	-8.7*	14	-27*	-88*	-35*	6.1*
CC1=NN(c2ccc(S(=O)(=O)O)cc2)C(=O)C1N=Nc1ccc(C)c(S(=O)(=O)Nc2ccccc2)c1 (stereo not drawn)	20	99	103	99	97	108	109	85	102
CCOC(=O)c1cnc2ccc(Cl)cc2c1NCCCN(C)C	-16*	10	7.9*	22	x	17	31	-18*	1.9*
COc1cc2cc(Sc3ccc(NC(=O)c4ccc(Cl)c(C(F)(F)F)c4)cc3)c(C)nc2cc1OC	96	108	93	91	89	96	103	79	102
CC1(C)[C@@H](NCO)CC[C@]2(C)[C@H]3C(=O)C=C4[C@@H]5C[C@](C)(CO)CC[C@]5(C)CC[C@@]4(C)[C@]3(C)CC[C@@H]12	54	63	56	67	68	66	25	73	0.7*
CN(C)c1ccc(/C=C\c2cccc[n+]2C)cc1	69	102	105	47	68	7.0*	-36*	30	69
O=C1OC(=O)[C@H]2[C@@H]3CC[C@@H](C3)[C@@H]12	105	99	108	99	124	110	102	89	110
c1ccc2c(-c3nn4cc(-c5ccc6c(c5)OCCO6)nc4s3)c[nH]c2c1	101	85	95	94	95	89	108	92	94
COc1cc2c(c(OC)c1OC)C(=O)CC(c1cccc(NC(=O)c3cc(N)ccc3C)c1)O2 (stereo not drawn)	87	92	86	95	76	82	109	62	109
O=C(CSc1oc(-c2ccccc2)nc1S(=O)(=O)c1ccccc1)Nc1ccc(F)cc1	89	77	75	79	87	87	101	72	94
C=C(C)[C@@H]1CC[C@]2(C=O)CC[C@]3(C)[C@H](CC[C@@H]4[C@@]5(C)Cc6c([nH]c7ccccc67)C(C)(C)[C@@H]5CC[C@]43C)[C@@H]12	97	100	104	102	117	99	114	78	106
NC(=O)c1cc2c3ccccc3ccn2c1-c1ccccc1	20	46	-12*	19	23	4.0*	-13*	53	0.2*
COC(=O)[C@]12CC[C@@H](C)[C@H](C)[C@@H]1C1=CC[C@@H]3[C@@]4(C)C(C=O)=C[C@@](C)(CO)C4=CC[C@@]3(C)[C@]1(C)CC2	45	61	32	32	59	22	x	28	17
CCOC(=O)Nc1cc(C(F)(F)F)cc(C(F)(F)F)c1	110	96	96	93	99	102	108	97	101
NC(=O)C(=CNC(=S)N=Nc1c(O)[nH]c2ccccc12)C(N)=O	104	106	99	87	102	105	93	91	105
COc1ccc(-n2c(/C=C/c3ccc(O)c(OC)c3)cc(/C=C/c3ccc(O)c(OC)c3)nc2=O)cc1	63	84	84	43	71	42	57	29	78
CC1(C)Oc2cc3oc(=O)ccc3cc2C[C@@H]1OCCOS(=O)(=O)c1ccc(C#N)cc1	100	105	96	92	88	103	x	78	93
CCN(CC)CCOCCOC(=O)C1(c2ccccc2)CCCC1	97	93	90	99	98	107	97	93	106
CCOC(=O)c1sc2ccc(NCc3cnc[nH]3)cc2c1NC(=O)c1ccc(C)cc1	96	93	99	94	87	94	x	88	107
CSc1ncc(C)c(=O)[nH]1	109	96	110	106	104	103	118	84	112
O=C(O)c1ccccc1NS(=O)(=O)c1cccc(-n2sc3ccccc3c2=O)c1	90	96	102	108	x	106	106	63	107
COc1cc(C(=O)n2nc(-c3cccnc3)nc2N)cc(OC)c1OC	108	x	99	86	98	101	110	91	97
CCOC(=O)NC1CC2CCC1C2 (stereo not drawn)	115	105	98	101	101	111	105	106	114
COc1cc(-c2nc(N3CCN(c4ccc(Cl)cc4)CC3)c3ccccc3n2)cc(OC)c1OC	98	96	92	91	95	96	93	94	102
CCCCCc1c(C)[nH]c(/C=C2\N=C(c3ccc[nH]3)C=C2Oc2ccccc2)c1C	-32*[100 µM]	-50*[100 µM]	-77*[100 µM]	-80*[100 µM]	-38*[100 µM]	-82*[100 µM]	-54*[100 µM]	x	-39*[100 µM]
O=C(Cn1nnnc1N1CCCC(C2CCCCO2)C1)N1CCc2ccccc21 (stereo not drawn)	100	95	103	103	99	102	114	99	100
Cc1ncc(C(=O)Nc2ccc(CN3CCN(C)CC3)c(C(F)(F)F)c2)cc1C#Cc1cnc(N)c2cnccc12	-31*	15	55	9.0*	12	9.5*	-27*	-0.5*	-54*
Cc1nc2ccccc2c(/C=C/c2ccc(Cl)cc2)c1C(=O)c1ccccc1	86	100	71	78	84	85	98	68	86
COc1cc(-c2nc3ccc(/C=C/C(=O)c4cc(F)cc(F)c4)cc3s2)ccc1F	105	94	97	87	106	101	106	90	111
CC(=O)Nc1cc2c(cc1[N+](=O)[O-])-c1ccc(F)cc1C2	72	82	102	80	x	93	x	71	93
CCCCCCNC(=O)C(C)O (stereo not drawn)	110	107	114	103	104	103	112	100	104
O=C(Nc1ccccc1)Oc1ccc([N+](=O)[O-])cc1	105	94	107	97	101	99	103	91	116
C#CC(C)(O)c1ccc(Cl)cc1 (stereo not drawn)	111	100	92	92	78	105	103	91	104
N#C[C@@H]1CC2C=CC1C2 (stereo partly drawn)	124	113	118	118	102	102	105	144	106
COC(=O)c1cc(=O)nc(NN=C2CCCCC2)s1	97	112	110	112	100	109	115	91	115
CC(C)COc1nc2c(c(=O)n(C)c(=O)n2C)n1C	109	105	100	98	95	99	109	101	105
CCC(OC(C)C)OC(C)C	99	94	109	112	101	94	115	x	104
NS(=O)(=O)c1ccc(N/C=C2\C=NC3C=CC=CC23)cc1 (stereo not drawn)	84	98	97	92	92	100	106	98	102

One compound at a time (already shown). Order of screens: IGROV1, NCI-H322M, NCI/ADR-RES, NCI-H23, NCI-H226, KM12, COLO 205, NCI-H522, NCI-H460
O=C(Nc1ccccc1)Oc1ccc([N+](=O)[O-])cc1 in the list: 105, 94, 107, 97, 101, 99, 103, 91, 116
O=C1OC(=O)[C@H]2[C@@H]3CC[C@@H](C3)[C@@H]12 in the list: 105, 99, 108, 99, 124, 110, 102, 89, 110
Cc1cccc(-c2cccc(C)n2)n1 in the list: 145, 94, 116, 108, 100, 110, 129, x, 106
CC(=O)Nc1cccc(C(=O)NC(=S)Nc2ccc(C(=O)O)cc2)c1 in the list: 109[100 µM], 117[100 µM], 105[100 µM], 101[100 µM], 94[100 µM], 101[100 µM], 115[100 µM], 94[100 µM], 111[100 µM]
NC(=O)c1cc2c3ccccc3ccn2c1-c1ccccc1 in the list: 20, 46, -12*, 19, 23, 4.0*, -13*, 53, 0.2*

(further entries)
SMILES	IGROV1	NCI-H322M	NCI/ADR-RES	NCI-H23	NCI-H226	KM12	COLO 205	NCI-H522	NCI-H460
CN1CCN(CC(O)CO)CC1 (stereo not drawn)	101	97	107	101	105	110	118	87	113
CNC(=O)NC(=O)CC#N	113	114	103	101	101	97	112	95	107
N#Cc1cnc2cc(OC[C@@H](O)CO)c(NC(=O)CC3CSSC3)cc2c1Nc1ccc(OCc2cccc(F)c2)c(Cl)c1	-56*	-84*	86	-72*	-65*	-80*	-70*	-73*	-67*
CCCCCCCCCCCCCCC(=O)N[C@@H](CCC(=O)N[C@@H](CSc1ccc([N+](=O)[O-])cc1[N+](=O)[O-])C(=O)NCC(=O)OCC)C(=O)Oc1ccccc1C1CC(=O)c2ccccc2O1 (stereo partly drawn)	73	94	103	99	97	108	104	88	106
O=C(C[n+]1ccc2ccccc2c1)c1ccc(Br)cc1	83	91	94	85	82	90	82	89	97
COc1cc2c(cc1OC)-c1ccc3cc4c(cc3c1N(CCCN1CCN(C)CC1)C2)OCO4	80	96	90	92	78	94	x	62	94
Cl/C=C(/Cl)c1ccccc1	102	114	103	98	97	114	129	106	110
CNCc1cccc2c1OCCCCCCC(C)(O)CC(C)(C)S(=O)(=O)c1ccc(cc1)-c1cnc(N)c(n1)C(=O)N2 (stereo not drawn)	3.4*	46	43	9.0*	44	-68*	-48*	-67*	-56*
